FECH inh = human FECH heme synthesis enzyme inhibition; purified FECH, Ni-mesoporphyrin absorbance 550 nm; 3.3% of 20,000 active; P22830; calls only at 10 µM (by protocol);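 active = enzyme reaction rate more than 3 SD below the solvent-only control wells on the same plate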;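 note: lower slope than DMSO wells means FECH inhibition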
Target sequence (P22830 whole entry, looked up): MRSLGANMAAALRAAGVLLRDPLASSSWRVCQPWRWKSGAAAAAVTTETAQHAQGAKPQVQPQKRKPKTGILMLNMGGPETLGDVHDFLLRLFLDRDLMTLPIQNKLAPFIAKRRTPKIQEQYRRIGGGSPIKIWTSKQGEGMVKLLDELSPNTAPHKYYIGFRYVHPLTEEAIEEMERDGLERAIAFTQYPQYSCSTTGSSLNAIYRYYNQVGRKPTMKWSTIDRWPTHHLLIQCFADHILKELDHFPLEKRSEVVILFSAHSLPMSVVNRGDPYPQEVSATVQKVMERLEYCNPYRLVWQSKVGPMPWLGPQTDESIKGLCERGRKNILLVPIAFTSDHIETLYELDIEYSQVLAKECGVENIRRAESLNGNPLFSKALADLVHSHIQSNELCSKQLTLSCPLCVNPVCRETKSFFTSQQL
Calls only; i = inactive; + = active, no number. Only part of the results is shown, so the mix of outcomes need not match the whole.

SMILES | FECH inh
Cc1ccnc(CC(C)N(C)Cc2cccnc2NC(=O)C(C)(C)C)c1 (configuration not stated) | i
c1ncc(CN2[C@H]3CCNC[C@@H]2CC3)cn1 | i
C=CCC(=O)N1CCC2(CCN(C)C2)CC1 | i
CN1CCN2CCN(Cc3cnn4cccnc34)CC2C1 (configuration not stated) | i
Cc1ccnc(-n2cc(C3=CCN(CC(=O)Nc4ccn(C)n4)CC3)cn2)c1 | i
Cc1nc(CN2C[C@H](c3ccccc3)[C@@H]3[C@H]2C2CCN3CC2)co1 | i
COc1c(F)c(F)c(CN2CC=C(c3cnn(C)c3)CC2)c(F)c1F | i
CCOC(=O)Cc1csc(NC(=O)c2cccn(Cc3c(F)cccc3Cl)c2=O)n1 | i
CSc1nc(C)cc(N2CCN3CCN(C)C(=O)C3C2)n1 (configuration not stated) | i
COc1cccc(CC(C)NCc2n[nH]c3c2CCCCC3)c1 (configuration not stated) | i
Cc1ccc(CN2[C@@H]3CC[C@H]2CN(C)C(=O)C3)s1 | i
FC(F)(F)CCc1ccnc(N2CCCN3CCC[C@H]3C2)n1 | i
CCn1nc(C)c(CNC(C)Cn2ccnc2)c1C (configuration not stated) | i
CN1[C@H]2CC[C@@H]1CN(C(=O)c1cc(=O)[nH]c(=O)[nH]1)CC2 | i
CC(Cc1ccccc1F)NCc1nc(C2CCCCC2)no1 (configuration not stated) | i
Cc1cc(NC(=O)c2cccn(Cc3ccc(C(F)(F)F)cc3)c2=O)no1 | i
CN(C)[C@@H]1C[C@@H](CO)N(C(=O)Cc2cccnc2)C1 | i
Cc1cccnc1CC(C)N(C)Cc1nc[nH]c1C (configuration not stated) | i
Cc1ccc(C)c(Cn2cccc(C(=O)Nc3cc(C)on3)c2=O)c1 | i
Cc1ncsc1CCN(C)C(=O)c1cn(C)c2ccccc12 | i
O=C(CN1CCCN(Cc2ccccc2Cl)S1(=O)=O)N1CCCC1 | i
CCn1cnnc1CCNC(C)Cc1ccccc1F (configuration not stated) | i
CCc1cnc(C)nc1N(C)Cc1cnc(NC)nc1 | i
Cc1ccc(-n2cc(C3=CCN(CCn4cccn4)CC3)cn2)c(C)c1 | i
c1ccc2[nH]c(C3NCCc4[nH]cnc43)nc2c1 (configuration not stated) | +
CCC(C)NC(=O)CN1CCCN(Cc2ccc(C)cc2)S1(=O)=O (configuration not stated) | i
O=C(CCn1ccccc1=O)N1C[C@@H](c2ccccc2)[C@@H]2[C@H]1C1CCN2CC1 | i
O=S1(=O)N(Cc2ccc(Cl)cc2)CCCN1Cc1ccccc1Cl | +
CCOC(=O)Cc1csc(NC(=O)c2cccn(Cc3cccc(Cl)c3)c2=O)n1 | i
COc1cccc([C@@H]2CN(CCCn3ccnc3)[C@@H]3C4CCN(CC4)[C@@H]32)c1 | i
CCN(CC1CCOCC1)C1CCCNC1 (configuration not stated) | i
CCOC(=O)Cc1csc(NC(=O)c2cccn(Cc3ccc(Br)cc3)c2=O)n1 | i
NS(=O)(=O)c1ccc(NC(=O)c2cccn(Cc3ccccc3F)c2=O)cc1 | i
Cc1nc(N)nc(C)c1CC(=O)N1CC[C@@H]2CC[C@H](C1)N2C | i
CN1CCN2CCN(C(=O)c3ccc4nnnn4c3)CC2C1=O (configuration not stated) | i
CC1(n2cc(C3=CCN(Cc4ncccn4)CC3)cn2)CCS(=O)(=O)C1 (configuration not stated) | i
NCCc1nc(NCC2CC2)c2ccccc2n1 | i
CCN(CC)c1ccc(C2NCCc3[nH]cnc32)c(O)c1 (configuration not stated) | i
CC(C)CCNC(=O)CN1CCCN(Cc2ccccc2)S1(=O)=O | i
Cc1cc(CC(=O)N2[C@H]3CCNC[C@@H]2CC3)on1 | i

Gathered by group: the entries above containing a Cl atom (4)
SMILES | FECH inh
CCOC(=O)Cc1csc(NC(=O)c2cccn(Cc3c(F)cccc3Cl)c2=O)n1 | i
O=C(CN1CCCN(Cc2ccccc2Cl)S1(=O)=O)N1CCCC1 | i
O=S1(=O)N(Cc2ccc(Cl)cc2)CCCN1Cc1ccccc1Cl | +
CCOC(=O)Cc1csc(NC(=O)c2cccn(Cc3cccc(Cl)c3)c2=O)n1 | i

Some of the entries so far, in CSV form.
Molecule,FECH inh
COc1cccc(CC(C)NCc2n[nH]c3c2CCCCC3)c1 (configuration not stated),i
Cc1ccc(CN2[C@@H]3CC[C@H]2CN(C)C(=O)C3)s1,i
FC(F)(F)CCc1ccnc(N2CCCN3CCC[C@H]3C2)n1,i
CCn1nc(C)c(CNC(C)Cn2ccnc2)c1C (configuration not stated),i
CN1[C@H]2CC[C@@H]1CN(C(=O)c1cc(=O)[nH]c(=O)[nH]1)CC2,i
CC(Cc1ccccc1F)NCc1nc(C2CCCCC2)no1 (configuration not stated),i
Cc1cc(NC(=O)c2cccn(Cc3ccc(C(F)(F)F)cc3)c2=O)no1,i
CN(C)[C@@H]1C[C@@H](CO)N(C(=O)Cc2cccnc2)C1,i
Cc1cccnc1CC(C)N(C)Cc1nc[nH]c1C (configuration not stated),i
Cc1ccc(C)c(Cn2cccc(C(=O)Nc3cc(C)on3)c2=O)c1,i
Cc1ncsc1CCN(C)C(=O)c1cn(C)c2ccccc12,i
O=C(CN1CCCN(Cc2ccccc2Cl)S1(=O)=O)N1CCCC1,i
CCn1cnnc1CCNC(C)Cc1ccccc1F (configuration not stated),i
CCc1cnc(C)nc1N(C)Cc1cnc(NC)nc1,i
Cc1ccc(-n2cc(C3=CCN(CCn4cccn4)CC3)cn2)c(C)c1,i
c1ccc2[nH]c(C3NCCc4[nH]cnc43)nc2c1 (configuration not stated),+
CCC(C)NC(=O)CN1CCCN(Cc2ccc(C)cc2)S1(=O)=O (configuration not stated),i
O=C(CCn1ccccc1=O)N1C[C@@H](c2ccccc2)[C@@H]2[C@H]1C1CCN2CC1,i
O=S1(=O)N(Cc2ccc(Cl)cc2)CCCN1Cc1ccccc1Cl,+
CCOC(=O)Cc1csc(NC(=O)c2cccn(Cc3cccc(Cl)c3)c2=O)n1,i
COc1cccc([C@@H]2CN(CCCn3ccnc3)[C@@H]3C4CCN(CC4)[C@@H]32)c1,i
CCN(CC1CCOCC1)C1CCCNC1 (configuration not stated),i

Additional records follow.
SMILES | FECH inh
CC(C)Nc1cc(N2CCN(C(C)C)CC2)ncn1 | i
Cc1sc2nc(CCN)nc(N3C[C@@H]4C[C@H](C3)c3cccc(=O)n3C4)c2c1C | i
O=C(c1cc(CN2CCOCC2)on1)N1CCN2CCCC2C1 (configuration not stated) | i
Cc1ccnc(CC(C)N(C)Cc2cn[nH]c2-c2ccc(F)cc2)c1 (configuration not stated) | i
c1cc(-c2nccn2CCc2cnc[nH]2)ccn1 | i
O=S1(=O)N(Cc2cccc(F)c2)CCCN1Cc1cccc(F)c1 | i
c1ccc(N2CCNCC2)c(-c2cc3ccccc3o2)c1 | i
CCC1CN(Cc2cccc(F)c2C)CCN1C(C)C (configuration not stated) | i
Cc1cc(C(=O)N2CC[C@H]3CC[C@@H](C2)N3)cc(=O)[nH]1 | i
CC(C)c1nccc(CN2CCCN3CCC[C@H]3C2)n1 | i
O=C(Cc1ccc(O)cc1)N1CCN(Cc2ccccc2CO)CC1 | i
Cc1nnnn1CCCN1CCC2(CC1)C(=O)Nc1ccccc12 | i
CCCc1nc(C)cc(N2[C@H]3CCNC[C@@H]2CC3)n1 | i
CCC(O)Cn1cc(C2=CCN(CC(=O)N3C[C@@H](C)O[C@@H](C)C3)CC2)cn1 (some centres not stated) | i
Clc1ccc(-c2noc3c2CN(CCc2c[nH]c4ccccc24)CC3)cc1 | i
Cc1ccc(CN2CCCN(Cc3ccc(Cl)cc3)S2(=O)=O)cc1 | +
CN1CCC2(CCN(C(=O)c3ccc[nH]3)CC2)C1 | i
